# Screening data: PubChem, National Center for Advancing Translational Sciences (NCATS)
# G9a inh: blocks human histone lysine methyltransferase G9a; G9a H3K9 monomethylation, AlphaScreen, 2 h; Q96KQ7; AID 504332; 350,000 tested, 8.8% active; Potency, µM (top dose mostly 102 µM), without a hit: at the top dose activity, negative = inhibition, most hits filed as inhibitors; note: potency is the fitted concentration of half-maximal effect; % is set by controls: 0 for no effect and ±100 for the full control effect; nearly all actives have a fitted effect of over 75% in size
# Target sequence (Q96KQ7 913-1193 limits assumed): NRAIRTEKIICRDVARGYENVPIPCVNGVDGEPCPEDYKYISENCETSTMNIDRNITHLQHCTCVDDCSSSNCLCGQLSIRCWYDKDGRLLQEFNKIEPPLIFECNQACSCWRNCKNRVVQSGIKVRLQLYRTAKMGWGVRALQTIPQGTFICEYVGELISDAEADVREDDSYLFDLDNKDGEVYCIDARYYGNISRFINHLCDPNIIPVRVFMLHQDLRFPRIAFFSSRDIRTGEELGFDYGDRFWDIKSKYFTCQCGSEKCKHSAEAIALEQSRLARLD
#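 Step 1: enzyme (final 20 nM) with compound, 15 min RT. Step 2: substrate peptide 500 nM and SAM 20 uM, 2 h RT. Step 3: anti-H3K9me1 antibody and AlphaScreen beads, 10 min, then plate read.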
# BAZ2B inh: BAZ2B (human) inhibition | Q9UIF8 | AlphaScreen BAZ2B-H3K14Ac peptide displacement | Potency, µM (doses to about 114 µM), without a hit: at the highest dose activity change, negative = inhibition, usual class: inhibitors | 360,000 tested, 4.4% active | AID 504333; note: potency is the fitted concentration of half-maximal effect; % is set by controls: 0 for no effect and ±100 for the full control effect; nearly all actives have a fitted effect of over 60% in size
#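 AlphaScreen displacement of biotin-H3(5-23)K14Ac peptide (50 nM final) from BAZ2B (50 nM final) in PBS pH 7.4, 0.01% Tween-20; complex preformed 30 min RT, then compounds (top 110 uM) 30 min RT, beads 20 min dark.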
# Pin1 inh: blocks the human prolyl isomerase Pin1. Pin1 FP peptide displacement, HiFluor488, 10 min. Q13526. Potency, µM (top dose mostly 115 µM), inactives show top-dose activity, negative = inhibition, usual class: inhibitors. 390,000 tested, 0.009% active; active = well fitted inhibition curve with a large enough effect in the polarisation, with a control signal flat, not every such curve was filed as active; inconclusive = small, poorly fitted or top-dose-only effect, or effect the other way, or a change in a side signal; inactive = no such curve, though single readings can be large or run the other way; the % refers to the polarisation; note: potency is the fitted concentration of half-maximal effect; % is set by controls: 0 for no effect and ±100 for the full control effect
# JMJD2A Tudor inh: blocks the human JMJD2A Tudor domain; AlphaScreen JMJD2A-Tudor / H3K4me3 peptide binding; O75164; 390,000 tested, 4.4% active; Potency, µM (highest dose often 114 µM), for the others: at the highest dose activity change, negative = inhibition, most hits filed as inhibitors; note: potency is the fitted concentration of half-maximal effect; % is set by controls: 0 for no effect and ±100 for the full control effect; nearly all actives have a fitted effect of over 50% in size
# Tb PGK inh: T. brucei PGK inhibition; P07378; PGK/GAPDH coupled, Kinase-Glo luminescence, 60 min; Potency, µM (titrated, usually from 57.5 µM), for inactives: top-dose activity change, negative = inhibition, usual class: inhibitors; 380,000 tested, 0.043% active; AID 602233; note: potency is the fitted concentration of half-maximal effect; % is set by controls: 0 for no effect and ±100 for the full control effect; nearly all actives have a fitted effect of over 60% in size
#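 Luminescent ATP detection (Kinase-Glo Plus) follows a 60-minute room-temperature incubation, with wells lacking PGK as controls. Buffer: 100 mM TEA (pH 7.6), 5 mM MgCl2, 0.01% Tween-20. Coupling enzyme GAPDH (100 nM final) supplies unstable 1,3-BPG in-well.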
# PI4K2A block: inhibitors of human PI4K2A | purified PI4K2A, ADP-Glo luminescence, 1 h; hits give low values | Q9BTU6 | AID 1346378 | activity change, negative = inhibition, % at 76.9 µM | 420,000 tested, 0.13% active; in the data active = activity change below about -50%; inconclusive = mostly about -30% to -49%;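 note: -100% = wells without enzyme as full effect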
# Target sequence (Q9BTU6 whole entry, looked up): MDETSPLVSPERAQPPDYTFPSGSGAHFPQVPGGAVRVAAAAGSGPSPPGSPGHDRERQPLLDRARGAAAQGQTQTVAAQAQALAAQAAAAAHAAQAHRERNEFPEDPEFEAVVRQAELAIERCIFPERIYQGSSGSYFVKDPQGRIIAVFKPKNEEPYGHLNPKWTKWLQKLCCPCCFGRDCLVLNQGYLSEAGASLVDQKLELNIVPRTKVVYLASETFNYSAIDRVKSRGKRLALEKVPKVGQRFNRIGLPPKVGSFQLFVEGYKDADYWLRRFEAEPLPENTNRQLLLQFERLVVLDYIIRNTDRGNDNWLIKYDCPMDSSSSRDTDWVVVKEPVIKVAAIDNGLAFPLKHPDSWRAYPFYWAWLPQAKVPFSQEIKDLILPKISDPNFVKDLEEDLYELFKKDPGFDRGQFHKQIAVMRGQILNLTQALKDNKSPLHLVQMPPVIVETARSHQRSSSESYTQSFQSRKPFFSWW
#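 ADP-Glo luminescence measured ADP generated by PI4K2A enzyme (4 ug/mL before mixing) with 1.2 mM PI substrate (pre-mix) and 300 microM ATP (pre-mix). Tris pH7.5 buffer with MgCl2, Triton X-100; 1 h reaction at ambient temperature.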
# GLS inh: inhibitors of human glutaminase (GLS); O94925; GLS enzymatic activity, qHTS titration; Potency, µM (series often up to 45.5 µM), for the others: at the top dose activity change, negative = inhibition, hits mostly inhibitors; 410,000 tested, 0.21% active; AID 624170; note: potency is the fitted concentration of half-maximal effect; % is set by controls: 0 for no effect and ±100 for the full control effect
#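 Compounds were pin-transferred onto hKGA, after which L-glutamine (1 mM solution) and a detection mix of glutamate oxidase, HRP and Amplex Red were added. Initial and 30 min RT fluorescence reads were collected.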
# ERG Ets-DNA blk: ERG Ets/DNA interaction inhibition. P11308. fluorescence polarization, His-ERG Ets domain / labelled DNA. Potency, µM (series often up to 76.9 µM), for the others: top-dose FP activity, negative = inhibition, actives largely listed as inhibitors. 370,000 tested, 0.028% active; active = well fitted inhibition curve with a large enough effect in the polarisation, with a control signal flat; inconclusive = small, poorly fitted or top-dose-only effect, or effect the other way, or a change in a side signal; inactive = no such curve, though single readings can be large or run the other way; the % refers to the polarisation;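 note: polarization taken with two DNA probes labelled with fluorescein and Texas red; potency is the fitted concentration of half-maximal effect; % of control where 0% means no effect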
#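 His-tagged ERG Ets domain (1 uM in the protein solution; 300mM KCl, 50mM Tris-HCl, 1mM EDTA, 1mM DTT, pH 7.5) received compound, then a probe mix of 5 nM fluorescein-DNA and 100nM Texas-615-DNA. Fluorescence polarization was read for both dyes.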
# HP1b chromo inh: HP1-beta chromodomain-methylated histone interaction inhibition; AlphaScreen HP1-beta / biotin-H3K9me3 peptide binding; P83916; Potency, µM (highest dose often 114 µM), for the others: at the top dose activity change, negative = inhibition, usual class: inhibitors; 390,000 tested, 0.56% active; note: potency is the fitted concentration of half-maximal effect; nearly all actives have a fitted effect of over 70% in size; inactives centre near 23
# Target sequence (P83916 whole entry, looked up): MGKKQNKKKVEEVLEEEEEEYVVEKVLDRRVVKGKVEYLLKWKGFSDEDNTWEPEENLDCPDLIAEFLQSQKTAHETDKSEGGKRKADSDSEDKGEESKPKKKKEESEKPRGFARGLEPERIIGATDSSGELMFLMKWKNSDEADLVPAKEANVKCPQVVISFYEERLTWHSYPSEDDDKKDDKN
#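 Compound inhibition of the preformed complex between 50 nM HP1-beta and 50 nM biotinylated H3K9me3 peptide was read by AlphaScreen. Buffer was PBS pH 7.4 with 0.01% Tween-20. Incubations ran 30 min at room temperature, with 10 ug/mL donor/acceptor beads.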
# The depositor's hits bear a star; i = inactive; ? = inconclusive; nt = not tested or not shown; [ ] = remark or other dose. Unless noted, calls come from the whole dose curve; as a rule, active = well fitted curve in the direction sought with a large enough effect; inconclusive = small, poorly fitted or top-dose-only effect, or another doubt; inactive = no such curve, though single readings can be large; an effect the other way counts as inactive or inconclusive.
Tb PGK inh	HP1b chromo inh	BAZ2B inh	G9a inh	ERG Ets-DNA blk	Pin1 inh	JMJD2A Tudor inh	PI4K2A block	GLS inh	Molecule
nt	?	3%	44%[59 µM]	-1%	7%	-21%	3	2%	COc1ccc(NC(=O)C2CCN(C3=NS(=O)(=O)C(c4ccc(C)c(C)c4)=C3C)CC2)c(OC)c1
-2%	28%	-18%	10%	-4%	-2%	-20%	5	2%	CCCCNC(=O)CNC(=S)N(Cc1cc(OC)c(OC)c(OC)c1)C1CCCC1
8%	23%	-3%	nt	-12%	2%	-7%	28	6%	CCOC(=S)SCC(=O)Nc1ncc(C)s1
3%	-13%	-9%	-20%[12.7 µM]	-6%	3%	4%[11.4 µM]	-3	6%	CN(C(=O)c1cccc(C#N)c1)c1nnc(-c2ccccn2)s1
i	37%	-6%	-1%[59 µM]	0%	37%[activator]	-19%[57.1 µM]	0	1%	Cc1cc(C)c2[nH]c(=O)c(CN(Cc3cccs3)C(=S)NCC3CCCO3)cc2c1 (stereo not drawn)
7%	14%	-8%	-28%[59 µM]	16%	3%	-8%	-1	-1%	Cc1ccc(CCNC(=O)C(NS(=O)(=O)c2ccc3c(c2)oc(=O)n3C)C(C)C)cc1 (stereo not drawn)
7%	25%	nt	nt	0%	-1%	-4%	0	-2%	OC(CC(O)c1ccccc1)c1ccccc1 (stereo not drawn)
3%	11%	-6%	12%[59 µM]	-5%	-1%	-17%	-3	8%	O=C(Cc1ccccc1Cl)NCCCn1ccnc1
-5%	21%	50µM*	-37%	-13%	1%	-23%	3	1%	O=C(N/N=C/c1cccc([N+](=O)[O-])c1)c1cc[n+](CCO)cc1
4%	21%	-5%[57.1 µM]	7%	-3%	6%	-17%	-16	-12%	COc1cccc(-c2nc(CS(=O)(=O)CC(=O)Nc3ccccc3C)c(C)o2)c1
6%	-11%	?	-10%	9%	60%[activator]	-28%	3	0%	NC(=O)c1cc(NC(=O)c2cc(Br)c(Br)s2)cc(C(N)=O)c1
1%	18%[57 µM]	-8%	1%	1%	0%	7%	-7	-4%	COc1ccccc1-n1c(SCC(=O)N2CCCCC2)nc(O)c(Cc2ccccc2)c1=O
13%	-10%	13%	50µM*	-5%	-2%	-14%	3	16%	COc1ccc(C(=O)Nc2cccc(OC(=O)c3ccco3)c2)cc1
2%	17%	-2%	-9%	-7%	0%	?	0	39%[activator]	CN(C)S(=O)(=O)n1cc(/C=C(\NC(=O)c2ccccc2F)C(=O)N2CCOCC2)c2ccccc21
-3%	71%[activator]	nt	nt	1%	-5%	-12%	-13	-10%	C[C@H](CO)N1C[C@H](C)[C@@H](CN(C)S(=O)(=O)c2cn(C)cn2)Oc2ccc(NC(=O)Nc3ccccc3)cc2C1=O
-7%	-19%	-15%	nt	-5%	-9%	-18%	-5	-1%	O=[N+]([O-])c1ccccc1S(=O)(=O)N1CCc2ccccc2C1
-8%	8%	?	3%[59 µM]	-17%	149%[activator]	?	7	-15%	COC(=O)c1ccc(Oc2nc(C(N)=O)cc(-c3ccccc3)n2)cc1
-3%	29%	nt	nt	-12%	2%	-1%	27	-3%	COc1cc(OC)cc(C(=O)NCC(=O)OC(C)C(=O)NC(C)C2CC3CCC2C3)c1 (stereo not drawn)
8%	2%	16µM*	9%	0%	3%	50µM*	6	-4%	O=C(Oc1cccc2cccnc12)c1cccc([N+](=O)[O-])c1
-4%	42%[activator]	-1%	-3%[59 µM]	-3%	-2%	-10%	1	-2%	COc1ccc(CNC(=O)c2onc(C)c2Cl)cc1
-8%	54%[activator]	nt	nt	-8%	?	14%	3	-1%	CCOC(=O)C1=CN(Cc2cccc(F)c2)S(=O)(=O)N(C)C1c1ccccc1 (stereo not drawn)
-10%	38%	-20%	1%[59 µM]	-8%	2%	-27%	-8	-14%	CCN(C(=O)Cn1nc(Cc2cccnc2)c2ccccc2c1=O)c1cc(C)ccc1C
-8%	35%	6%[57.1 µM]	-31%[59 µM]	2%	4%	-31%	0	3%	CCOC(=O)c1ccc(NS(=O)(=O)c2ccc3c(c2)OCCO3)cc1
-3%	38%	?	-19%	7%	6%	-13%	-19	1%	CCOc1cc(/C=N/NC(=O)c2cccnc2)ccc1OCc1ccc(C(=O)OC)o1
-6%	?	-3%	?	5%	8%	?	0	25%	COc1ccc(N2CCN(C(=O)c3ccc(-c4nc5ccccc5s4)o3)CC2)cc1
i	37%	5%	12%	-6%	0%	-7%	6	11%	O=C(CN(Cc1ccccc1Cl)C(=O)c1ccc(CN2CCOCC2)o1)NCC1CCCO1 (stereo not drawn)
i	51%[activator]	3%	6%	3%	2%	-14%[11.4 µM]	-1	6%	O=C(N/N=C/c1cc([N+](=O)[O-])ccc1O)c1c[nH]c2ccccc12
nt	126%[activator]	75%[activator]	55%[activator][59 µM]	nt	6%	51%[activator]	-1	7%	O=S(=O)(c1ccc(Br)s1)N1CCc2ccccc2C1
-10%	47%[activator]	3%	19%[59 µM]	-20%	4%	-4%	4	-13%	Cc1cc(CSc2ccccc2)ccc1NC(=O)c1ccc(CN2CCOCC2)cc1
6%	84%[activator]	-1%	8%[12.7 µM]	-6%	0%	7%	-1	8%	CC1CN(C(=O)c2scc3c2OCCO3)CC(C)O1 (stereo not drawn)
6%	27%	-4%	22%[12.7 µM]	-5%	-9%	-4%	6	11%	CCNS(=O)(=O)c1ccc(NC(=O)c2cc(C(F)(F)F)nn2C)cc1
-5%	27%	-3%	6%[59 µM]	-10%	-4%	1%	8	-8%	COc1ccccc1C(C)NC(=O)c1ccc(NC(=O)CC2SC(N3CCCC3)=NC2=O)cc1 (stereo not drawn)
-10%	-11%	-16%	-19%[2.33 µM]	5%	-2%	-18%	3	5%	Cc1ccc(C)c(S(=O)(=O)NCC(=O)Nc2sc3c(c2C(N)=O)CCC(C)C3)c1 (stereo not drawn)
-3%	1%	-31%	-10%[59 µM]	2%	4%	-18%	2	-17%	COc1cc(OC)c(NC(=O)c2cnn(-c3ccccc3)c2-n2cccc2)cc1Cl
6%	88%[activator]	39%[activator]	23%	2%	2%	49%[activator]	2	18%	Cc1ccc(C(=O)C(C)OC(=O)C2CCN(c3ccc(C(F)(F)F)cn3)CC2)cc1 (stereo not drawn)
-5%	59%[activator]	13%	-6%[59 µM]	-8%	18%	21%	12	3%	CSCc1cc(N(C)C)nc(SCc2ccc(Cl)cc2Cl)n1
2%	46%[activator]	nt	nt	-10%	3%	-3%	-1	1%	Nc1cc(=O)[nH]c(=O)n1CCCc1ccccc1
11%	14%	-8%	2%[59 µM]	-4%	0%	-14%	7	-1%	CN1CCC(=NNC(=O)c2cn(-c3ccccc3)nc2-c2ccccc2)CC1
8%	41%[activator]	8%	-10%	-5%	0%	-4%	-1	2%	Cn1c(=O)[nH]c(=O)c2c1nc(N1CCNCC1)n2Cc1ccccc1
-10%	25%	-23%	-9%	?	17%	-6%	-2	-2%	Cc1c(OCC(=O)NCC2CCC(C(=O)NCCCO)CC2)ccc2c(-c3ccccc3)cc(=O)oc12 (stereo not drawn)
1%	22%	-27%	36%[59 µM]	-14%	-5%	2%	-11	11%	CC(C)NC(=O)C1(c2ccccc2)CCOCC1
-4%	53%[activator]	-4%	nt	10%	-2%	-19%	4	-1%	COc1ccc(-c2noc(CNC(=O)CCN3C(=O)[C@H]4CC=CC[C@H]4C3=O)n2)cc1
-5%	21%	-12%	19%[59 µM]	4%	2%	-18%	-4	6%	O=C(CCOc1ccccc1)NCC(c1ccco1)N1CCCCC1 (stereo not drawn)
3%	10%	-6%	-1%	-11%	6%	-11%	4	5%	CN1CCC(=O)N([C@H](CSc2ccccc2)c2ccccc2)CC1
-9%	25%	-19%	-1%[12.7 µM]	3%	1%	-7%	1	1%	COc1ccc(Cl)cc1NC(=O)COC(=O)c1ccc(C)o1
-8%	17%	-13%	13%	-10%	5%	0%	0	10%	COc1ccccc1N1CCN(C(=O)c2cccs2)CC1
-6%	23%	-2%	nt	-16%	-1%	-6%	-6	-3%	Cc1cc(NC(=O)CSc2nc(-c3ccccc3)nc3c2c(=O)n(C)c(=O)n3C)no1
i	33%	3%	-25%[59 µM]	2%	-2%	-22%	-1	-2%	O=C(Nc1ccc(F)cc1F)c1ccc(CN2CC(=O)N3CCCCC3C2=O)cc1 (stereo not drawn)
-2%	29%	-2%	20%	-16%	1%	2%	0	3%	CCOC(=O)c1nn(-c2ccccc2)c(C#N)c1N
8%	22%[57 µM]	5%	2%[59 µM]	-8%	?	-2%	-3	8%	COc1ccc(C)cc1NC(=O)Nc1cccc(OCc2cc(=O)n3ccc(C)cc3n2)c1
-8%	34%	17%	19%	11%	1%	-4%	-2	-13%	CSc1c(C#N)sc(=S)n1-c1ccc(C)cc1
-9%	38%[activator]	-1%	8%	4%	-4%	-11%	-4	3%	COc1ccc(S(=O)(=O)N2CCC(C(=O)NCCC(=O)NCc3cccc(OC)c3)CC2)cc1
-5%	1%	-39%	?	nt	2%	-18%	-2	9%	Cc1nc(NC(=O)CSc2ccccc2N)sc1C
-10%	-14%	50µM*	20µM*	-4%	-1%	5.6µM*	8	0%	CC(C)N(CCNCC(O)COc1ccc(C(C)(C)c2ccccc2)cc1)C(C)C (stereo not drawn)
